# phage Ecoli inh – E. coli growth loss with phage present; growth absorbance; inhibition, % at 11.9 µM; 0.26% of 360,000 active; AID 651602; in the data active = inhibition above about 11%
# AddAB inh – less growth of phage-infected E. coli with AddAB. inhibition, % at 11.9 µM. 0.29% of 330,000 active. E. coli expressing H. pylori AddAB, absorbance growth; in the data active = inhibition above about 12%;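 also: 0% = vehicle wells of infected cells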
# Tat export inh – inhibitors of E. coli Tat protein transport | E. coli MC4100 TorA-mCherry Tat export, fluorescence | inhibition, % at 10 µM | 0.036% of 340,000 active | AID 488895;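 active = mean replicate inhibition at least 50% and at least half of replicates individually reaching 50%; inconclusive = only one of the two criteria met; inactive = neither criterion met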;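 also: exported cargo escapes ClpAP degradation while cytoplasmic cargo is degraded and loses fluorescence; 0% = median of neutral control wells and 100% = median of NaSCN control wells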
# CAL PDZ FP-1 – CAL PDZ (human) peptide binding inhibition; Q9HD26; purified CAL PDZ, TMR-peptide fluorescence polarization, 1 h; inhibition, % at 24.9 µM; 0.92% of 300,000 active; AID 602252;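 active = mean inhibition of at least 30% with at least half of replicates also reaching 30%; inconclusive = no clear call, values can overlap the other calls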;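 also: 0% = DMSO neutral control and 100% = excess unlabeled competitor peptide PRC23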
# SR-BI DiI inh – inhibitors of mouse SR-BI mediated HDL lipid uptake; inhibition, % at 12.5 µM; AID 488896; Q61009; 0.96% of 320,000 active; ldlA[mSR-BI] CHO cells, DiI-HDL uptake fluorescence, 3 h;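 active = mean replicate inhibition of at least 70% and a set share of replicates each scoring 70 or more; inconclusive = meets just one of the two criteria; inactive = fails both criteria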;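 also: 0% = median of neutral control wells and 100% = median of positive control wells; values of inactives mirror those of a sister screen read the other way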
# Target sequence (Q61009 whole entry, looked up): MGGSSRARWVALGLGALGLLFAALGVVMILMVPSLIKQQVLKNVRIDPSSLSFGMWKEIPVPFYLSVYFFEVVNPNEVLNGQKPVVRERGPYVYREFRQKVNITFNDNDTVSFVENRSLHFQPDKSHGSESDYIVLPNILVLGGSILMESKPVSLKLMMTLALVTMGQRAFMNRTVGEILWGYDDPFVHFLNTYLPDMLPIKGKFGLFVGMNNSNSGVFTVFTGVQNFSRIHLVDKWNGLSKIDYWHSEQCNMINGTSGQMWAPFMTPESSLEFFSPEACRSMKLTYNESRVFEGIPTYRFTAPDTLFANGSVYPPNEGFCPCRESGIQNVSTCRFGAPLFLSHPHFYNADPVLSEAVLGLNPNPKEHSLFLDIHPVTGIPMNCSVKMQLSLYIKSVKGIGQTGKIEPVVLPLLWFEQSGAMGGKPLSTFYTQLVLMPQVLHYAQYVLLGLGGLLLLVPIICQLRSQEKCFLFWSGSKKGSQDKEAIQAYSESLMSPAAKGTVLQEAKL
# SR-BI DiI-HDL act – activators of SR-BI mediated HDL lipid uptake | CHO ldlA[mSR-BI] cells, DiI-HDL uptake fluorescence, 3 h; 100 = double the neutral-control signal | activation, % at 12.5 µM | 0.096% of 320,000 active | AID 504775;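 active = mean replicate activation of at least 60% and every replicate at or above 60%; inconclusive = mean or all-replicate condition met, but not both; inactive = mean below 60% and not all replicates reaching 60%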;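 also: 0% = median plate neutral-control signal and 100% = twice that signal; values of inactives mirror those of a sister screen read the other way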
#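 System: CHO ldlA[mSR-BI] cells / Medium: HEPES-buffered (25 mM, pH 7.4) F12 plus 0.5% BSA / Probe or stimulus: labelled HDL, 10 µg/mL / Doses: single compound concentration, delivered by pin transfer / Schedule: 3 h, 37 °C / Measured by: DiI fluorescence, bottom read / Measure: cell-associated DiI fluorescence as measure of HDL uptake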
# MITF act – activators of MITF-driven TRPM1 promoter activity in SK-MEL-5 cells; SK-MEL-5 TRPM1-promoter luciferase, 24 h; % of positive control, neutral wells = 0; activation, % at 12.5 µM; 0.75% of 300,000 active;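 active = mean activation of at least 80% with every replicate also reaching 80%; inconclusive = mean reaches 80% but some replicate falls short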;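 also: 0% = neutral control wells and 100% = parthenolide positive control wells; values of inactives mirror those of a sister screen read the other way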
# Wnt act – activates Wnt/beta-catenin signaling in a reporter cell assay; activator, plate reader; activation, % at 9.35 µM; 1.2% of 300,000 active; in the data active = activation above about 30%, passing the limit was not always enough; inconclusive = no clear call, values can overlap the other calls;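 also: 0% = neutral control wells and 100% = positive control wells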
# E coli growth – counter-screen for AddAB inhibitors: E. coli growth inhibition; inhibition, % at 11.9 µM; 0.27% of 330,000 active; E. coli V3065 growth, OD600 absorbance, 18 h;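 active = inhibition above the campaign's mean inhibition across all tested compounds plus 3 SD, cut at about 9.9% in these data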;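 also: uninfected addAB+ strain grown without phage in ampicillin broth; 0% = DMSO wells and 100% = ciprofloxacin 0.95 µg/ml wells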
# CAL PDZ FP-2 – human CAL PDZ-peptide interaction inhibition | AID 504414 | purified CAL PDZ, TMR-peptide fluorescence polarization, 1 h | 0.02% of 330,000 active | inhibition, % at 20 µM | Q9HD26;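 active = highest replicate inhibition of at least 40%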;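 also: plate controls were DMSO neutral control wells for no effect and unlabeled competitor peptide control wells for full effect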
#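 System: tagged CAL PDZ domain. Schedule: 1 h room-temperature incubation prior to read. Signal: fluorescence polarization (mP). Measure: percent inhibition from loss of millipolarization.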
# The depositor's hits bear a star; ? = inconclusive; . = not tested or not shown.
SMILES,phage Ecoli inh,AddAB inh,Tat export inh,CAL PDZ FP-1,SR-BI DiI inh,SR-BI DiI-HDL act,MITF act,Wnt act,E coli growth,CAL PDZ FP-2
CCCSc1ccc([C@@H]2[C@@H]3C(=O)N(CC)C(=O)[C@@H]3[C@]3(C(=O)OC)CCCCN23)cc1OC,3.5,-1.4,7,-4,-31,31,17,-2,1.2,0.5
CC(=O)c1sc(NC(=O)c2cc(S(=O)(=O)N3CCOCC3)ccc2F)nc1C,1.0,0.6,-9,-7,4,-4,2,0,-0.2,0.1
O=C(N/C(=C/c1ccc(Cl)cc1)C(=O)N1CCCC1)c1ccccc1,-0.5,-3.0,4,-1,22,-22,5,-1,-0.9,0.5
O=C(COC(=O)/C=C/c1ccc([N+](=O)[O-])cc1)NCc1ccc2c(c1)OCO2,3.3,-0.1,23,-4,.,.,2,1,-2.7,-2.6
Cn1ccsc1=NC(=O)c1cccc(C#N)c1,0.5,-3.8,0,-3,-27,27,60,6,-0.1,-2.9
CCC1(O)c2ccccc2-c2ncccc21 (stereo not drawn),-2.0,2.5,5,-2,-7,7,1,4,0.8,-2.5
C=CCNc1nnc(Cc2ccc(C(C)C)cc2)c(=O)[nH]1,.,-1.3,-6,-5,-53,53,-1,-1,-3.4,-2.4
CC(C)(C)Nc1c([N+](=O)[O-])c(=O)sc2ccccc12,4.2,0.2,2,-2,14,-14,-7,-1,0.1,-0.5
CC1(C)Cc2c(cnn2-c2ccccc2)C(NC(=O)CCc2ccncc2)C1 (stereo not drawn),1.5,1.8,0,.,-20,20,1,-1,-0.3,-1.3
COc1ccc(CC(=O)OCC(=O)NC2CC2)cc1,0.7,0.4,3,-2,-25,25,-2,-1,-1.1,0.0
CC1CCCN(CCCNC(=O)C2CCN(S(=O)(=O)N3CCC4(CC3)OCCO4)CC2)C1 (stereo not drawn),-0.2,3.4,-9,-4,-24,24,22,-2,1.2,-1.4
CC1CCc2sc(C(=O)OCC(=O)NC(N)=O)cc2C1 (stereo not drawn),1.5,2.3,-8,4,-4,4,11,-1,2.3,-0.3
N#CCCNc1c(Cl)cc(Cl)cc1C(=O)O,2.1,3.3,2,-4,-12,12,4,-3,0.7,-0.6
CCOC(=O)c1ccc(NC(=O)C(=O)NCc2ccccn2)cc1,3.0,3.4,-4,-4,1,-1,7,2,-0.2,-0.9
CCCCS/C(=C(/C#N)C(N)=O)c1cc2c([nH]1)CCCC2,3.8,2.8,0,-2,10,-10,-18,8,-1.8,-3.0
Cc1ccc(NC(=O)CCN2CCC(Cc3ccccc3)CC2)cc1,4.3,1.7,-19,-3,-2,2,.,-2,2.7,0.2
CC(C)c1ccc2oc(=O)cc(CN3CCN(c4ccccc4)CC3)c2c1,2.4,-1.8,0,.,22,-22,.,-1,-1.7,-0.3
O=C1NCCC/C1=N/Nc1cc(F)ccc1F,1.3,-1.4,-5,.,5,-5,57,-2,-1.6,0.2
Cc1cccc(NC(=O)Cn2nnc(-c3ccc(CN4CCCC4)cc3)n2)c1C,2.1,3.8,-8,-6,4,-4,-5,-9,-0.3,-1.4
O=C(Cn1cnc2ccccc21)N1CCc2ccccc21,1.7,1.2,3,-1,-21,21,22,9,-0.6,-2.4
COc1cccc(CN2CCN(C(=O)c3ccco3)CC2)c1OC,-1.4,0.5,5,-1,-11,11,6,.,-2.3,0.4
O=C1CSC(=Nc2ccc(O)cc2)N1,1.2,2.7,0,3,-13,13,4,-2,0.0,0.5
CC(=O)Nc1ccccc1C(=O)C(=O)Nc1ccc(F)c(Cl)c1,4.4,2.7,-7,1,1,-1,.,2,0.6,0.8
CC1=C[C@H](C)[C@H](c2c(F)cccc2Cl)CC1=O,.,1.3,-3,2,-10,10,-2,.,1.2,0.4
Cc1cccc(NC(=O)c2nc[nH]c2C(=O)Nc2cccc(C)c2)c1,4.1,-0.6,3,-3,17,-17,-1,0,0.0,-1.0
CCCc1cc(C(=O)NCc2cccnc2)no1,2.8,-1.9,3,3,-17,17,-9,3,-1.3,1.3
COCCN1C=C(C(=O)OC)C(c2ccccc2C(F)(F)F)C(C(=O)OC)=C1,-9.2,0.3,5,-2,2,-2,-4,.,-0.5,-1.5
O=C(CC1Sc2ccccc2NC1=O)NNC(=O)Nc1ccc(Cl)cc1 (stereo not drawn),-0.3,1.8,0,.,2,-2,.,2,-2.9,-0.8
CCCCc1ccc(NC(=O)COc2ccc(C(=O)Nc3ccccc3OC)cc2)cc1,0.6,0.0,.,.,.,.,.,-3,-2.0,.
Cc1cccc(NC(=O)CSCC(=O)N(C)CC(=O)Nc2cccc(F)c2)c1,2.3,-0.7,12,-3,3,-3,1,-3,-1.1,-2.4
CC1CC(C)(C)NC(=S)S1 (stereo not drawn),0.3,-0.6,3,0,-13,13,2,1,0.3,-1.9
CCCc1cc(N2CCOCC2)n2ncc(-c3ccccc3)c2n1,1.8,.,6,-7,?,-71,37,30,.,.
COc1ccccc1N(CC(=O)NCc1ccccc1)C(=O)CCC(=O)Nc1nccs1,-0.2,4.7,2,.,.,.,-2,-2,-0.8,0.6
O=C(CN1CCCCCC1)Nc1ccc(Br)cn1,-0.9,-0.2,-14,-3,-12,12,.,0,-1.3,-2.0
O=C(c1cc(C2CC2)nn1-c1ccccc1)N1CCN(c2ncc(C(F)(F)F)cc2Cl)CC1,1.4,0.0,13,2,13,-13,3,0,-0.2,-0.2
CC1=C(N2CCN(c3ncccn3)CC2)CCC1=O,1.6,3.4,-2,-2,-18,18,-10,-2,1.5,-0.2
Cc1cc(NC(=O)Cn2cnc3c(nnn3-c3ccc(C)c(Cl)c3)c2=O)no1,1.3,-1.2,-1,-3,-35,35,-9,-1,1.4,-0.6
CCC(C)NC(=O)/C=C/c1cccs1 (stereo not drawn),2.4,0.8,-2,0,-19,19,-1,1,2.2,0.6
COc1ccc(NC(=O)Nc2ccccc2SC)cc1OC,2.0,1.9,-3,-4,51,-51,46,3,1.4,0.1
O=C(Nc1ccc([N+](=O)[O-])cc1)Nc1ccc(OC(F)F)c(Cl)c1,13*,15*,-8,-5,33,-33,-74,.,15*,-1.5
CCc1ccc(-c2cc(C(=O)NN3CCN(C)CC3)c3ccccc3n2)cc1,3.9,-0.5,11,11,-9,9,29,19,0.7,-2.7
CCCSc1nc(N2CCCC2)c2c(c1C#N)CC(C)(C)OC2,-0.2,-0.9,8,-1,47,-47,1,.,0.0,0.0
COc1ccccc1-c1cc(C(=O)N/N=C/c2cccs2)c2ccccc2n1,2.7,-2.2,5,-12,38,-38,-3,-17,-1.3,-1.2
CC1CCCCC1NC(=O)Cn1nc(-c2ccccc2)ccc1=O (stereo not drawn),3.1,-2.5,-8,-7,31,-31,6,-3,-0.9,-0.6
CC(C)CN(C(=O)CCCSc1nc2ccccc2[nH]1)c1c(N)n(Cc2ccccc2)c(=O)[nH]c1=O,1.2,2.8,-8,-5,-3,3,-2,-1,0.4,-2.7
COc1ccc([N+](=O)[O-])cc1N(CC(=O)NCc1ccco1)S(C)(=O)=O,5.4,0.4,5,2,-1,1,-1,-1,-0.3,0.2
Nc1c(C(=O)CSc2nnc(-c3ccccc3)o2)c(=O)[nH]c(=O)n1C1CC1,0.5,-0.2,-2,-2,19,-19,.,0,-0.2,-0.7
CCn1cnc2c(cnn2-c2ccccc2)c1=O,2.7,0.5,-2,0,.,.,20,.,0.0,-0.9
COc1ccccc1N(Cc1cc(=O)[nH]c2ccccc12)C(=O)c1ccccc1,-0.2,1.5,-9,5,.,.,-9,-1,-0.4,-2.2
c1ccc(Cn2cc(CNc3ccccc3)nn2)cc1,2.7,-0.2,1,-1,-2,2,29,3,-1.7,1.4
Cc1ccc(CN2CCCNC2=O)cc1,5.4,4.1,-12,-3,-15,15,-7,.,1.7,0.2
Cc1[nH]c2ccccc2c1/C=N/NS(=O)(=O)c1ccccc1,2.3,4.8,-4,-2,-2,2,8,-3,2.9,0.7
O=C(CN1CCN(C(C(=O)Nc2ccc(Cl)cc2C(F)(F)F)c2ccccc2)CC1)NC1CC1 (stereo not drawn),0.8,-2.5,-5,-4,10,-10,-2,0,-1.8,-1.9
COc1cccc(NC(=O)CN(C)C(=O)/C=C/c2cc(OC)ccc2OC)c1,2.5,3.2,-1,-2,7,-7,12,-7,0.1,-0.7
Cc1[nH]c(=O)[nH]c(=O)c1S(=O)(=O)N1CCCC(C(=O)N2CCC(Cc3ccccc3)CC2)C1 (stereo not drawn),3.9,-1.6,-4,.,-26,26,.,-1,0.0,-0.7
COc1cccc(SCC2CSc3nc4ccccc4c(=O)n32)c1 (stereo not drawn),2.8,3.6,-1,.,1,-1,7,-1,2.1,0.0
CCc1ccc2c(CN3CCOCC3)cc(=O)oc2c1,-0.1,4.5,-2,-4,8,-8,23,1,0.1,0.1
Cc1ccc(C)c(N/N=C2\CCCNC2=O)c1,1.2,1.7,-1,-1,-20,20,29,-3,0.0,-0.2
Cc1nnc(SCCCn2c(N3CCCCC3)nc3c2c(=O)[nH]c(=O)n3C)s1,2.2,4.5,-10,.,-20,20,9,.,-0.4,-0.8
COCCCNC(=O)c1ccc(NC(C)=O)cc1,-0.8,1.7,-2,1,-11,11,1,1,0.5,0.2

# Some of the entries above in another layout.
Cc1ccc(C)c(N/N=C2\CCCNC2=O)c1
  phage Ecoli inh = 1.2	AddAB inh = 1.7	Tat export inh = -1	CAL PDZ FP-1 = -1	SR-BI DiI inh = -20	SR-BI DiI-HDL act = 20	MITF act = 29	Wnt act = -3	E coli growth = 0.0	CAL PDZ FP-2 = -0.2
Cc1nnc(SCCCn2c(N3CCCCC3)nc3c2c(=O)[nH]c(=O)n3C)s1
  phage Ecoli inh = 2.2	AddAB inh = 4.5	Tat export inh = -10	CAL PDZ FP-1 = .	SR-BI DiI inh = -20	SR-BI DiI-HDL act = 20	MITF act = 9	Wnt act = .	E coli growth = -0.4	CAL PDZ FP-2 = -0.8

# Next part.
SMILES,phage Ecoli inh,AddAB inh,Tat export inh,CAL PDZ FP-1,SR-BI DiI inh,SR-BI DiI-HDL act,MITF act,Wnt act,E coli growth,CAL PDZ FP-2
Clc1ccc2c(NCc3ccco3)ncnc2c1,-0.7,-1.6,-5,-4,2,-2,12,.,0.2,-3.1
COC(C(=O)Nc1ccc(C(C)=O)cc1)c1ccccc1 (stereo not drawn),4.7,2.2,2,-1,-15,15,3,-5,-2.2,-2.9
Cc1ccc(O)c(CNc2ccc(S(=O)(=O)Nc3nccs3)cc2)c1,1.6,2.9,6,-1,-26,26,5,-2,1.8,0.1
COc1ccc(C(=O)c2sc3nc(-c4ccccc4)ccc3c2N)cc1,.,-3.1,5,-1,44,-44,11,.,-1.3,-1.9
CSC(=NCc1ccc(F)cc1)NS(=O)(=O)c1cccs1,4.3,2.0,-2,-6,10,-10,-7,-1,-3.3,-1.7
CC(=O)c1cccc(NC(=O)C2CCCN(S(C)(=O)=O)C2)c1 (stereo not drawn),2.2,2.8,-8,-2,-18,18,-10,-1,0.6,0.1
